High-throughput results: PubChem, several laboratories
MITF TRPM1 inh – inhibitors of MITF-dependent TRPM1 promoter reporter, primary screen, cell-based, SK-MEL-5, single point, luciferase. actives 0.83% (n = 330,000). inhibition, % at 12.5 µM. AID 488899, 2010. SK-MEL-5 TRPM1 promoter luciferase, 24 h;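 active = mean inhibition across replicates of 60% or more, whatever share of single replicates reaches that level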; also: values of inactives mirror those of a sister screen read the other way
Peg3 prom inh – Peg3 promoter-driven luciferase inhibitors, primary screen, cell-based, HeLa, luciferase luminescence; HeLa PEG-Prom luciferase reporter, overnight; inhibition, % at 20 µM; actives 1.7% (n = 360,000);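 active = inhibition of at least 50% at 20 µM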
C8 TRAIL sens – viability loss with TRAIL in NB7+C8 cells, primary screen, TRAIL sensitizer project, cell-based, ATPlite luminescence; AID 624354, 2012; inhibition (viability loss, TRAIL sensitization), % at 10 µM; actives 1% (n = 360,000);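 active = compounds causing at least 50% loss of cell viability in the single-dose screen, relative to plate controls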
NR2E3 ag-1 – inhibitors of NR2E3-RetCOR corepressor binding, primary screen, NR2E3 agonist project, biochemical, TR-FRET, GST-NR2E3, biotin-RetCOR; Photoreceptor-specific nuclear receptor (Homo sapiens), Q9Y5X4; 1536-well; inhibition of corepressor binding, % at 4.78 µM; actives 0.12% (n = 320,000); AID 2300, 2010;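 active = percent inhibition above the cutoff of mean plus 3 SD of all tested compounds, set per screening campaign, cut at about 20% in these data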;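 also: 0% = DMSO wells and 100% = biotin wells as full block of FRET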
Target sequence (Q9Y5X4 whole entry, looked up): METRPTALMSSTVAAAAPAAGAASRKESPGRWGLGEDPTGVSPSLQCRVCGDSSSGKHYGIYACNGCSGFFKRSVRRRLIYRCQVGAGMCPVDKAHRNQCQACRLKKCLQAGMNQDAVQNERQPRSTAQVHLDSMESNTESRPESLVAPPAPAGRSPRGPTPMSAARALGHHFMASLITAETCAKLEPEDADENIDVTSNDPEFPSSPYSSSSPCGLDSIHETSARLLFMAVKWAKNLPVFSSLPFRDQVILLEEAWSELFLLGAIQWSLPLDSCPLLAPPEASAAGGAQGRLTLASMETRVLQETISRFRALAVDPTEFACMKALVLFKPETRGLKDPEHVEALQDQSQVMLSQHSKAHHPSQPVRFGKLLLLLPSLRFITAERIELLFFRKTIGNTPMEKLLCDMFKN
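System: GST-NR2E3 and biotin-RetCOR proteins; probe or stimulus: 7 nM biotin-RetCOR; doses: compound at 4.8 µM, single dose; schedule: Compound–protein incubation for 5 h at 4 °C; detection: time-resolved FRET; read-out: percent inhibition; controls: biotin wells as high control, 0.6% DMSO wells as low control; format: 1536-well plates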
TWEAK Fn14 block – inhibitors of TWEAK-Fn14 signaling, primary screen, luciferase reporter cells, uHTS | actives 2% (n = 360,000) | inhibition, % at 10 µM | TWEAK-stimulated Fn14 reporter cells, luciferase luminescence, 8 h; in the data active = inhibition above about 50%
TROY NFkB inh – inhibitors of TROY-driven NF-kB signaling, primary screen, Q293 LMP1-TROYcd cells, NF-kB luciferase, uHTS. actives 0.98% (n = 360,000). Q293 LMP1-TROYcd NF-kB luciferase reporter, 4 h. inhibition, % at 10 µM;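 active = compounds whose plate-normalised and pattern-corrected inhibition of the luciferase reporter signal at the single screening dose is 50% or more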
CF NFkB block – inhibitors of PAF-induced NF-kB signaling, primary screen, cell-based, GFP fluorescence, uHTS | KKLEB NF-kB-GFP reporter, GFP fluorescence overnight | inhibition, % at 5 µM | actives 0.86% (n = 360,000);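 active = at least 50% inhibition at 5 µM, scaled per plate between neutral and stimulator controls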;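 also: PAF is a Pseudomonas aeruginosa culture filtrate used as stimulus; plate controls were PAF-stimulated DMSO wells for no effect and unstimulated DMSO wells for full effect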
Shn3 inh set2 – reduction of Shn3 3'UTR firefly luciferase signal, primary screen, Schnurri-3 inhibitor project, cell-based, Clone20 osteoblasts, set 2 | Clone20 osteoblast Shn3 3'UTR firefly luciferase, 24 h | inhibition, % at 12.5 µM | actives 0.52% (n = 360,000) | AID 588674, 2011;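 active = mean inhibition of at least 75% with every replicate also reaching 75%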;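 also: 0% = median of neutral control wells and 100% = pilot-screen positive control compound; some compounds past the cut are filed as inactive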
NR2E3 ag-2 – NR2E3 agonists in two-hybrid cells, primary screen, cell-based, luminescence, CHO-S, Gal4-NCOR/VP16-NR2E3 | Photoreceptor-specific nuclear receptor (Homo sapiens), Q9Y5X4 | luciferase | inhibition of corepressor binding, % at 3.98 µM | actives 0.35% (n = 360,000) | AID 602229, 2012;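 active = inhibition above the mean of all tested compounds plus 3 SD, cut at about 70% in these data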;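 also: 0% = DMSO with NR2E3 transfected cells and 100% = cells lacking NR2E3 construct; higher means lower luciferase signal from less NR2E3 corepressor binding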
HIF-2a block – HIF-2a reporter inhibitors, primary screen, luminescence, 786-0 RCC cells. AID 624352, 2012. 786-0 RCC cells HIF-2a reporter, luciferase luminescence, overnight. inhibition, % at 18.8 µM. actives 0.72% (n = 360,000);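 active = inhibition of the luminescence signal of 40% or more relative to plate controls, in a single-dose primary screen at 18.75 µM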
KKLEB tox – cytotoxicity in KKLEB CF airway cells, primary screen, cytotoxicity control for CF NF-kB inhibitor project, cell-based, uHTS, fluorescence assay plates; KKLEB CF airway cells viability, ATPlite luminescence, overnight; active compounds read low; cells stimulated with P. aeruginosa culture filtrate; activity change (cytotoxicity), % at 5 µM; actives 0.36% (n = 360,000);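 active = corrected activity change at or below -50% at 5 µM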
The depositor's hits bear a star; nt = no result given; & = joins results of further samples. Some of the compounds tested. The share of hits here may be higher or lower than overall.

SMILES | MITF TRPM1 inh | Peg3 prom inh | C8 TRAIL sens | NR2E3 ag-1 | TWEAK Fn14 block | TROY NFkB inh | CF NFkB block | Shn3 inh set2 | NR2E3 ag-2 | HIF-2a block | KKLEB tox
CN1CC(C(=O)c2ccccc2)C(C(=O)c2ccccc2)C1 (configuration not stated) | -30 | -54 | 6 | -1 | -43 | -32 | -16 | -84 | -91 | -135 | 5
O=c1c([N+](=O)[O-])cn(O)cc1[N+](=O)[O-] | -2 | -2 | 4 | nt | 22 | -2 | -7 | -25 | -15 | 4 | -4
C=CCn1c(O)c(C(C)=NCCCn2ccnc2)c(=O)[nH]c1=O | 4 | 12 | -37 | 2 | -6 | 11 | 11 | -9 | -2 | 11 | -1
CC=C(CC)C1(CC)C(=O)NC(=S)NC1=O | -4 | -7 | -1 | nt | 4 | 6 | 14 | -1 | -34 | 6 | -11
O=C1NC(=O)N(CC2CCCO2)C(=O)/C1=C/c1cccs1 (configuration not stated) | 15 | 7 | -1 | 2 | 0 | 1 | 7 | 1 | -4 | 29 | 0
O=C(Nc1ccccc1)c1c(O)[nH]c(=O)[nH]c1=O | -5 | 5 | 5 | 2 | -18 | -17 | 0 | -4 | -12 | -4 | -1
CC1C(c2ccccc2)OC(=O)N1C (configuration not stated) | -13 | 3 | -2 | nt | 7 | -6 | -8 | -14 | -5 | 19 | 5
CCN(CC(=O)Nc1ccc(C#N)c(Cl)c1)CC(=O)NC(C)(C)C | 7 | 19 | 8 | 1 | -33 | 0 | -30 | 9 | -7 | 7 | -2
OC(CNCCc1c[nH]c2ccccc12)C(F)(F)F (configuration not stated) | 15 | -2 | -13 | 2 | -10 | 5 | 14 | -6 | 15 | 21 | -16
CSc1ncc(/C=C2/C(=O)NC(=O)N(c3ccc(Cl)cc3)C2=O)cn1 | -2 | 11 | -1 | nt | 2 | 1 | -13 | -8 | 2 | 6 | 12
Cc1nn(C)c(C)c1P(=S)(c1c(C)nn(C)c1C)N(C)C | 8 | -7 | -15 | 3 | 11 | -5 | -13 | -7 | 8 | 9 | 5
O=C(CCCC1=NS(=O)(=O)c2ccccc2N1)N1CCC2(CC1)OCCO2 | 1 | -11 | 1 | 2 | -3 | 10 | 4 | 3 | -5 | -11 | 4
Cc1ccc(C(=O)NC(O)C(Cl)(Cl)Cl)cc1 (configuration not stated) | -3 | -16 | 3 | 2 | 4 | -21 | -17 | -6 | -11 | -2 | 12
O=C1NC(=O)C(=Cc2c(Cl)cccc2Cl)C(=O)N1 | 23 | 15 | 20 | nt | 10 | 19 | 59* | 23 | -2 | 26 | -38
CCOC(=O)Cc1csc(NC(=O)c2c(O)c3ccccc3n(CCC(C)C)c2=O)n1 | 29 | 17 | 13 | 3 | 33 | 12 | -12 | 78 | 33 | 25 | 12
CCN1C(=O)/C(=C/c2ccc(N(CC)CC)cc2OC)C(=O)NC1=S | 2 | 90* | 2 | 2 | 67* | 10 | 36 | 7 | 12 | 27 | -8
COC(=O)C1=C(c2ccc3ccccc3c2)C[C@@H]2CC[C@H]1N2C | 3 | -14 | -2 | 0 | -4 | -18 | 7 | -16 | -2 | -6 | 8
CCCN1CC(C)C(OC(C)=O)(c2ccccc2)CC1C (configuration not stated) | -7 | 0 | -7 | 3 | 11 | -13 | -6 | 8 | 2 | -15 | 3
CCCC(=O)c1c(O)[nH]c(=O)[nH]c1=O | 3 | 9 | -2 | 4 | -1 | -12 | 3 | 2 | 3 | 18 | -13
COc1ccccc1-n1c(O)c(C=NC2CC2)c(=O)[nH]c1=O | -1 | -18 | -3 | 1 | 1 | -26 | -13 | 2 | -2 | 5 | 6
Cn1c(O)c(C=NCCc2c[nH]c3ccccc23)c(=O)n(C)c1=O | -1 | 4 | -19 | 2 | 11 | -5 | -9 | 7 | -2 | 11 | -20
CC(=Nc1ccc2c(c1)CCC2)c1c(O)n(C)c(=O)n(C)c1=O | -3 | -2 | 7 | -1 | 9 | 21 | -5 | 8 | -27 | -4 | -13
CCOC(=O)c1ccccc1N | 1 | 2 | 10 | nt | -9 | 2 | 0 | 15 | -19 | 7 | 6
CC(=O)[C@H]1CC[C@H]2[C@@H]3CC[C@H]4C[C@H](O)CC[C@]4(C)[C@H]3C(=O)C[C@]12C | -1 | -8 | -6 | 1 | -11 | -16 | 14 | 3&13 | -20 | 3 | -6
COC(=O)C1=C(c2ccc(Cl)c(C(F)(F)F)c2)C[C@@H]2CC[C@H]1N2C(=O)NCCO | 7 | -2 | 1 | -2 | -12 | 7 | -7 | 7 | -26 | 4 | 5
CCC(=NCCCn1ccnc1)c1c(O)n(-c2ccc(OC)cc2)c(=O)[nH]c1=O | -1 | 11 | -13 | 6 | -6 | -3 | 8 | 3 | -21 | 19 | -7
CC(NCC#Cc1ccccc1)C(O)c1ccccc1 (configuration not stated) | 5 | -8 | -12 | 2 | 4 | 15 | 5 | -1 | -8 | 5 | -4
COc1ccc(-c2cc(=Nc3cccc(C(=O)O)c3)c3cc(C)ccc3o2)cc1 | -71 | -329 | 1 | -2 | 58* | 21 | -30 | 10 | -207 | -321 | 1
COC(=O)C1=C(c2cccc(C#N)c2)C[C@@H]2CC[C@H]1N2C(=O)NCCOc1ccccc1Cl | -22 | -25 | -10 | 4 | -3 | -52 | -8 | 10 | 0 | -27 | 14
CCOc1cc2c(cc1OCC)-n1cccc1C(c1cccc(F)c1F)NC2 (configuration not stated) | 7 | 23 | -2 | 1 | 29 | -1 | 27 | 26 | -7 | 17 | -22
COC(=O)C1=CO[C@@H](C)[C@@H]2CN(CCc3c[nH]c4ccccc34)CC[C@H]12 | nt | -6 | -17 | -3 | -3 | 1 | -13 | 3 | -1 | 24 | 10
Cn1cccc1CNCCc1ccccc1F | -8 | 16 | 3 | -1 | -8 | 15 | -3 | -5 | -18 | -4 | -3
Cc1cc(N2CCOCC2)nc2ccc(NC(=O)CCC(=O)N3CCC4(CC3)OCCO4)cc12 | -13 | -32 | 2 | -2 | 6 | -9 | 2 | -31 | -19 | -58 | -8
CC(=NCc1ccc2c(c1)OCO2)c1c(O)n(-c2ccc(C)cc2)c(=O)[nH]c1=O | -7 | 7 | -15 | 1 | -9 | 4 | -2 | 1 | 8 | 6 | 5
Cc1cc(-c2ccccc2)cc(C)[n+]1Cc1ccccc1 | 33 | 5 | 21 | 1 | -11 | 8 | -11 | 42 | -9 | 7 | -1
O=c1c2ccccc2nc(-c2ccoc2)n1-c1ccccc1Cl | 11 | 22 | 1 | -3 | -9 | 7 | -13 | 5 | -17 | 4 | 3
CNC(=O)N(C)c1ccc(C(O)(C(=O)OC)C(F)(F)F)cc1 (configuration not stated) | -4 | 16 | 5 | -3 | 4 | -4 | -4 | 5 | -3 | 11 | 3
O=C(c1cccc(C(F)(F)F)c1)N1C[C@H]2C[C@@H](C1)c1cccc(=O)n1C2 | -3 | 2 | -10 | -1 | -12 | 1 | -3 | 10 | 11 | 6 | 0
O=P(CCl)(Nc1ccccc1)C(Cl)(Cl)Cl (configuration not stated) | 4 | 4 | -1 | 2 | -2 | -19 | -11 | -12 | 2 | 10 | -4
Cc1cc(/C=C2\C(=O)NC(=O)N(C)C2=O)c(C)n1-c1ccc2c(c1)OCO2 | -1 | 8 | -3 | 3 | -14 | 7 | 16 | -5 | -2 | -88 | -6

Compound profiles (already shown). Order of screens: MITF TRPM1 inh | Peg3 prom inh | C8 TRAIL sens | NR2E3 ag-1 | TWEAK Fn14 block | TROY NFkB inh | CF NFkB block | Shn3 inh set2 | NR2E3 ag-2 | HIF-2a block | KKLEB tox
CC1C(c2ccccc2)OC(=O)N1C (configuration not stated) is listed with -13 | 3 | -2 | nt | 7 | -6 | -8 | -14 | -5 | 19 | 5
COC(=O)C1=CO[C@@H](C)[C@@H]2CN(CCc3c[nH]c4ccccc34)CC[C@H]12 is listed with nt | -6 | -17 | -3 | -3 | 1 | -13 | 3 | -1 | 24 | 10
O=C(CCCC1=NS(=O)(=O)c2ccccc2N1)N1CCC2(CC1)OCCO2 is listed with 1 | -11 | 1 | 2 | -3 | 10 | 4 | 3 | -5 | -11 | 4
Cc1cc(N2CCOCC2)nc2ccc(NC(=O)CCC(=O)N3CCC4(CC3)OCCO4)cc12 is listed with -13 | -32 | 2 | -2 | 6 | -9 | 2 | -31 | -19 | -58 | -8

A stretch of the results above, for reference:
SMILES | MITF TRPM1 inh | Peg3 prom inh | C8 TRAIL sens | NR2E3 ag-1 | TWEAK Fn14 block | TROY NFkB inh | CF NFkB block | Shn3 inh set2 | NR2E3 ag-2 | HIF-2a block | KKLEB tox
COc1ccccc1-n1c(O)c(C=NC2CC2)c(=O)[nH]c1=O | -1 | -18 | -3 | 1 | 1 | -26 | -13 | 2 | -2 | 5 | 6
Cn1c(O)c(C=NCCc2c[nH]c3ccccc23)c(=O)n(C)c1=O | -1 | 4 | -19 | 2 | 11 | -5 | -9 | 7 | -2 | 11 | -20

(listing goes on)
SMILES | MITF TRPM1 inh | Peg3 prom inh | C8 TRAIL sens | NR2E3 ag-1 | TWEAK Fn14 block | TROY NFkB inh | CF NFkB block | Shn3 inh set2 | NR2E3 ag-2 | HIF-2a block | KKLEB tox
COc1nc2ccccc2nc1N1CCN(C)CC1 | -3 | -16 | -1 | nt | -4 | -1 | 7 | -7 | -7 | -1 | 14
CC(C)OP(=O)(Oc1ccc(C(O)C(Cl)(Cl)Cl)cc1)OC(C)C (configuration not stated) | -7 | 24 | 6 | -2 | 2 | -5 | -4 | 8 | 4 | 18 | -3
CC#CP(=O)(OCC)C(O)(c1ccccc1)C(F)(F)F (configuration not stated) | 9 | 0 | 0 | 0 | 16 | 2 | -14 | 6 | -10 | 9 | 7
CCOC(=O)c1c(C)n(Cc2ccc(F)cc2)c2ccc(O)cc12 | -20 | -1 | 6 | 2 | 19 | 10 | 24 | 5 | -11 | 11 | -19
COc1ccc(CNC(C)Cc2cccs2)cc1 (configuration not stated) | 8 | 9 | 1 | 2 | -17 | -6 | 3 | -14 | -7 | 11 | 8
COc1ccccc1-n1c(O)c(/C=N/NC(=S)Nc2ccccc2)c(=O)[nH]c1=S | -21 | -30 | -2 | 2 | -11 | 6 | -8 | -5 | -46 | -62 | 8
Cc1cccc(-c2nc3ccc(C(=O)N4CCC5(CC4)OCCO5)cc3nc2-c2cccc(C)c2)c1 | -8 | 56* | -16 | 0 | -9 | 8 | 18 | 7 | 25 | 9 | -6
CCCS(=O)(=O)N1CCC(C(=O)N2CCC3(CC2)OCCO3)CC1 | -7 | -4 | -15 | -1 | -16 | -14 | -8 | 5 | -11 | 2 | 0
